Bioassay records: PubChem BioAssay, The Scripps Research Institute Molecular Screening Center
M1 ag parental – nonselective activator or artifact in parental CHO-K1 cells. actives 0.48% (n = 360,000). Fluo-8 calcium fluorescence; scaled to maximal ATP response, vehicle zero. AID 602248. activation, % at 3 µM; in the data active means activation above about 15%;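 further: untransfected CHO-K1 host cells lacking M1 receptor as counterscreen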
TAAR1 ag – agonists of human TAAR1; CHO RD-HGA16 TAAR1, Fluo-8 calcium fluorescence; vehicle wells 0%, saturating PEA agonist 100%; actives 0.99% (n = 360,000); AID 624467; activation, % at 3 µM;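 active means activation above the mean activation of all test compounds in the run plus 3 SD, cut at about 38% in these data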
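Test system: RD-HGA16 (CHO) cells co-expressing Gα16 and hTAAR1 | Doses: Single dose, 3 µM | Schedule: 17-24 h seeding, 75 min 37 °C dye, 30 min RT | Evaluation: % activation from peak over basal fluorescence ratio, DMSO-to-PEA scaled | Technique: Kinetic Fluo-8 calcium fluorescence | Benchmarks: Low control DMSO, high control PEA (EC100)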
V1R ag counter – counter-screen for oxytocin receptor agonists: human V1a receptor agonists. activation, % at 3 µM. AID 2797. CHO-V1R cells, Fluo-8 calcium fluorescence, agonist mode; 0% DMSO, 100% 3 nM vasopressin. P37288. actives 0.25% (n = 320,000);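 active means activation above the mean activation of all tested compounds plus 3 SD, per screening run, cut at about 20% in these data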;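 further: signal is peak over basal fluorescence ratio across a 100 second FLIPR read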
Target sequence (P37288 whole entry, looked up): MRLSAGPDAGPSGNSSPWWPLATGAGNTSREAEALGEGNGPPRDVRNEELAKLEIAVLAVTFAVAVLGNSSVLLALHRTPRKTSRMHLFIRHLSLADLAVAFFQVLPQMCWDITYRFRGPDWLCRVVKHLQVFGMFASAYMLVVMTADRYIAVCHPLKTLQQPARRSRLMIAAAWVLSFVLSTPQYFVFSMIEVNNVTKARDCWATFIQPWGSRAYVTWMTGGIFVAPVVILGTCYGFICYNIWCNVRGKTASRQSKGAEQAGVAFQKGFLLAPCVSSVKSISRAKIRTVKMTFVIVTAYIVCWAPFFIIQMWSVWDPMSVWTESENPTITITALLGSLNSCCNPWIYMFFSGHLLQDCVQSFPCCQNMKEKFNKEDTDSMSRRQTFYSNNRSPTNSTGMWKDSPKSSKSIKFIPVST
CHRM1 agonist – human M1 muscarinic receptor agonism. actives 0.33% (n = 360,000). P11229. AID 588814. CHO-K1 hM1, Fluo-8 calcium fluorescence, agonist mode; 0% DMSO, 100% acetylcholine EC100. activation, % at 3 µM;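 active means activation above the run's mean compound activation plus 3 SD, cut at about 16% in these data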;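 further: peak over basal fluorescence ratio within a 140 s kinetic read after compound addition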
CHO-K1 Ca PAM – M1 PAM counterscreen hit in parental CHO-K1 cells. ATP EC20, Fluo-8 calcium fluorescence; 0% at ATP EC20, 100% at ATP max. activation, % at 3 µM. AID 602247. actives 0.02% (n = 360,000);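 active means activation above the run cutoff, the mean activation of all test compounds plus 3 SD, cut at about 40% in these data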;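 further: peak over basal fluorescence ratio in a 140 s read after ATP addition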
CHO-K1 Ca antag – M1 antagonist counterscreen hit in parental CHO-K1 cells; ATP-induced calcium, Fluo-8 fluorescence; inhibition, % at 3 µM; actives 0.6% (n = 360,000); AID 602250;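 active means inhibition above a per-plate cutoff, the plate's mean sample inhibition plus 3 SD, cut at about 24% in these data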;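 further: 0% = DMSO plus EC80 ATP and 100% = DMSO alone without ATP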
OXTR potentiator – potentiates the human oxytocin receptor response | AID 2445 | actives 0.061% (n = 320,000) | CHO-OTR cells, Fluo-8 calcium fluorescence, potentiator mode; 0% = oxytocin EC15, 100% = EC100 | activation, % at 3 µM;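 active means activation above that plate's cutoff, the mean activation of tested compounds plus 3 SD, cut at about 6.6% in these data, passing the limit was not always enough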;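 further: 100% uses oxytocin at 75 nM as the full agonist control; some results filed as inactive read as strong as hits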
Target sequence (P30559 whole entry, looked up): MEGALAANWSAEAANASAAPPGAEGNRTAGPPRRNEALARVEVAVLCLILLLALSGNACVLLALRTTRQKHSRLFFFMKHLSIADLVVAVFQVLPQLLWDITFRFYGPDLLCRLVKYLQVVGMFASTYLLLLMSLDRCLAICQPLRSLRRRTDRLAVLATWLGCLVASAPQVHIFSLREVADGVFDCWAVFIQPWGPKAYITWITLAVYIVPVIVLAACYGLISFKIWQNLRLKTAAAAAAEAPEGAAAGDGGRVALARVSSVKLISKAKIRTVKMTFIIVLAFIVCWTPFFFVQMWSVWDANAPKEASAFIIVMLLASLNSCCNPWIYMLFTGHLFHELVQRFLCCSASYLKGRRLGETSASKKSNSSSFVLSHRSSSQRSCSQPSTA
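Measured by – Fluo-8 calcium dye fluorescence · Test system – human OTR in CHO cells · Dosing – one concentration, 3.0 µM compound · Controls – EC15 oxytocin alone as 0%, 75 nM oxytocin as 100% · Evaluation – normalized max/min fluorescence ratio, % activation · Timing – 6 min pre-incubation, 100 s read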
CHO parental Ca – counter-screen for OX1R antagonists: effect in parental CHO cells | inhibition, % at 5.6 µM | parental CHO-K1, ATP-induced calcium, Fluo-8 fluorescence | actives 0.63% (n = 330,000);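 active means inhibition above that plate's mean sample inhibition plus 3 SD, cut at about 26% in these data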;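 further: 0% = ATP-challenged DMSO wells and 100% = DMSO wells without ATP; some compounds past the cut are filed as inactive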
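Assay system – parental CHO cells · Reagent – ATP stimulus · Detection – intracellular calcium via Fluo-8 no-wash fluorescent dye · Evaluation – percent inhibition of ATP-evoked calcium rise, normalized to controls · Controls – ATP wells versus no-ATP DMSO wells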
TAAR1 antag – human TAAR1 antagonism. AID 624466. CHO RD-HGA16 TAAR1, Fluo-8 calcium fluorescence, antagonist. actives 1.5% (n = 360,000). inhibition, % at 3 µM;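 active means inhibition above a per-plate cutoff, the mean inhibition of test compounds on that plate plus 3 SD, cut at about 49% in these data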;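 further: 0% = DMSO plus EC80 beta-PEA response and 100% = DMSO alone without agonist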
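Material: CHO RD-HGA16 cells bearing hTAAR1; compound dosing: one-point dosing, 3 µM nominal final; schedule: dye loading 75 min at 37 °C, then 30 min room temperature; measured by: calcium fluorescence with Fluo-8; control set: vehicle and agonist controls; replication: n of 1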
* hit, by the source's call; & = joins results of further samples.

For CCn1c(C)cc2c(c1=O)C(c1ccccc1Br)C(C#N)=C(N)O2 (configuration not stated) the results were M1 ag parental 0.0, TAAR1 ag 5, V1R ag counter 0.1, CHRM1 agonist -6, CHO-K1 Ca PAM -1, CHO-K1 Ca antag 4, OXTR potentiator -3, CHO parental Ca -6 and TAAR1 antag -9.
`O=C(O)CCCCCNC(=O)C(=O)C1C(=O)Nc2ccccc21` (configuration not stated) gave M1 ag parental -0.3, TAAR1 ag 2, V1R ag counter 6.7, CHRM1 agonist -3, CHO-K1 Ca PAM 4, CHO-K1 Ca antag -2, OXTR potentiator -9, CHO parental Ca 3 and TAAR1 antag -10.
O=C(CCCNC(=O)c1ccc(Cl)cc1)OCc1cccc(Br)c1 was read as M1 ag parental -0.7, TAAR1 ag 1, V1R ag counter -1.4, CHRM1 agonist -3, CHO-K1 Ca PAM -17, CHO-K1 Ca antag -9, OXTR potentiator -5, CHO parental Ca -30 and TAAR1 antag 6.
For Cn1c(C(=O)N(Cc2ccccc2)Cc2cccs2)cc2sccc21 the results were M1 ag parental 1.0, TAAR1 ag 3, V1R ag counter -0.5, CHRM1 agonist -6, CHO-K1 Ca PAM 6, CHO-K1 Ca antag 3, OXTR potentiator -1, CHO parental Ca -14 and TAAR1 antag 42.
Screening CCN1C(=C(C#N)C#N)C=Cc2ccccc21 returned M1 ag parental 1.3, TAAR1 ag 9, V1R ag counter 1.5, CHRM1 agonist -5, CHO-K1 Ca PAM 12, CHO-K1 Ca antag -6, OXTR potentiator -2, CHO parental Ca -4 and TAAR1 antag 7.
`O=C1OCCC1=Cc1ccccc1` gave M1 ag parental -0.2, TAAR1 ag 0, CHRM1 agonist -1, CHO-K1 Ca PAM -14, CHO-K1 Ca antag -3 and TAAR1 antag -6.
For CC(=O)NC(Cc1ccccc1)C(=O)NC1CCN(C(=O)c2cnccn2)CC1 (configuration not stated) the results were M1 ag parental -0.3, TAAR1 ag 5, V1R ag counter 0.5, CHRM1 agonist -2, CHO-K1 Ca PAM -7, CHO-K1 Ca antag 5, OXTR potentiator 3, CHO parental Ca -10 and TAAR1 antag -4.
`COC(=O)c1ccc(COc2ccccc2/C=C(\C#N)C(=O)NC(C)C)cc1` gave M1 ag parental 0.2, TAAR1 ag 0, V1R ag counter -0.3, CHRM1 agonist -3, CHO-K1 Ca PAM 8, CHO-K1 Ca antag -7, OXTR potentiator -7, CHO parental Ca -7 and TAAR1 antag 2.
Screening COc1ccc(CSc2nnc(SCc3ccc([N+](=O)[O-])cc3)s2)cc1 returned M1 ag parental 0.9, TAAR1 ag 2, V1R ag counter 0.7, CHRM1 agonist -6, CHO-K1 Ca PAM 15, CHO-K1 Ca antag -9, OXTR potentiator -3, CHO parental Ca -2 and TAAR1 antag 8.
Fc1ccccc1/C=N/N1CCN(Cc2ccccc2Cl)CC1 was read as M1 ag parental -0.2, TAAR1 ag 0, V1R ag counter 5.3, CHRM1 agonist -2, CHO-K1 Ca PAM 18, CHO-K1 Ca antag -4, OXTR potentiator -9, CHO parental Ca -8 and TAAR1 antag -8.
For CC(C)(C)SCCNC(=O)/C=C/c1ccc([N+](=O)[O-])cc1 the results were TAAR1 ag 9, V1R ag counter 2.4, OXTR potentiator -5, CHO parental Ca -10 and TAAR1 antag -2.
Screening CCOC(=O)Nc1ccc(S(=O)(=O)NCCCN2CCOCC2)cc1 returned M1 ag parental 0.0, TAAR1 ag 0, V1R ag counter 1.4, CHRM1 agonist -3, CHO-K1 Ca PAM -6, CHO-K1 Ca antag 20, OXTR potentiator 3, CHO parental Ca 3 and TAAR1 antag -8.

2 compounds picked at random from those above:
Screening COc1ccc(CSc2nnc(SCc3ccc([N+](=O)[O-])cc3)s2)cc1 returned M1 ag parental 0.9, TAAR1 ag 2, V1R ag counter 0.7, CHRM1 agonist -6, CHO-K1 Ca PAM 15, CHO-K1 Ca antag -9, OXTR potentiator -3, CHO parental Ca -2 and TAAR1 antag 8.
For CC(C)(C)SCCNC(=O)/C=C/c1ccc([N+](=O)[O-])cc1 the results were TAAR1 ag 9, V1R ag counter 2.4, OXTR potentiator -5, CHO parental Ca -10 and TAAR1 antag -2.

Going on with the list.
For Cc1nc2c(C(=O)NCCC(C)C)c[nH]n2c(=O)c1Cl the results were M1 ag parental -0.4, TAAR1 ag 3, V1R ag counter -0.2, CHRM1 agonist -1, CHO-K1 Ca PAM 6, CHO-K1 Ca antag 1, OXTR potentiator 2, CHO parental Ca 10 and TAAR1 antag -5.
C=CCn1c(OCc2ccccc2)n[nH]c1=S was read as M1 ag parental 1.2, TAAR1 ag 6, V1R ag counter 0.4, CHRM1 agonist -8, CHO-K1 Ca PAM 7, CHO-K1 Ca antag -4, OXTR potentiator -4, CHO parental Ca -9 and TAAR1 antag 3.
`CCNC(=O)c1cc2c(c(-c3cccc(-c4cccnc4)c3)n1)[C@H](CCO)N(S(C)(=O)=O)C2` gave M1 ag parental 1.4, TAAR1 ag 1, CHO-K1 Ca PAM 14, CHO-K1 Ca antag -13 and TAAR1 antag 13.
CCOC(=O)c1sc(NC(=O)CN2C(=O)c3cccc4cccc(c34)C2=O)nc1C was read as M1 ag parental 0.4, TAAR1 ag 4, V1R ag counter -0.6, CHRM1 agonist -1, CHO-K1 Ca PAM 6, CHO-K1 Ca antag -22, OXTR potentiator 4, CHO parental Ca -15 and TAAR1 antag -10.
For COc1nc2c(c(-c3cc(Br)cs3)c1C#N)Cc1ccccc1-2 the results were M1 ag parental -0.1, TAAR1 ag 10, V1R ag counter -0.3, CHRM1 agonist -2, CHO-K1 Ca PAM -21, CHO-K1 Ca antag 20, OXTR potentiator -6, CHO parental Ca -15 and TAAR1 antag -17.
Screening O=C(O)/C=C/C(=O)Nc1ccc(OC(F)(F)F)cc1 returned M1 ag parental 1.0, TAAR1 ag 0, V1R ag counter 0.7, CHRM1 agonist -3, CHO-K1 Ca PAM 21, CHO-K1 Ca antag -15, OXTR potentiator 0, CHO parental Ca -1 and TAAR1 antag -4.
`COc1cccc(N(CC(=O)NCc2ccco2)C(=O)CCC(=O)Nc2nccs2)c1` gave M1 ag parental 0.1, TAAR1 ag 2, V1R ag counter 0.2, CHRM1 agonist -3, CHO-K1 Ca PAM 4, CHO-K1 Ca antag -6, OXTR potentiator -2, CHO parental Ca -17 and TAAR1 antag -8.
`COc1ccccc1C(=O)NC(=Nc1nc2ccccc2o1)NC(=O)c1ccccc1OC` gave M1 ag parental 0.0&2.8, TAAR1 ag 7, V1R ag counter 4.9, CHRM1 agonist 0&0, CHO-K1 Ca PAM 10&20, CHO-K1 Ca antag -14&-8, OXTR potentiator -11, CHO parental Ca 48* and TAAR1 antag 42.
Screening CCC(=O)NC(=S)Nc1ccccc1OC returned M1 ag parental 0.2, TAAR1 ag 6, V1R ag counter -0.5, CHRM1 agonist -5, CHO-K1 Ca PAM 17, CHO-K1 Ca antag -15, OXTR potentiator -13, CHO parental Ca -10 and TAAR1 antag -7.
For Cc1ccc(S(=O)(=O)Nc2ccc3nc(N)sc3c2)cc1 the results were M1 ag parental 5.1, TAAR1 ag 5, V1R ag counter 9.6, CHRM1 agonist 3, CHO-K1 Ca PAM -4, CHO-K1 Ca antag 13, OXTR potentiator -24, CHO parental Ca 34* and TAAR1 antag 23.
For COCCSc1nnc(NS(=O)(=O)c2ccc(C)cc2)s1 the results were M1 ag parental 0.0, TAAR1 ag 2, V1R ag counter 0.3, CHRM1 agonist -4, CHO-K1 Ca PAM 8, CHO-K1 Ca antag 3, OXTR potentiator -7, CHO parental Ca 3 and TAAR1 antag -12.
For Cc1ccc(NS(=O)(=O)c2c(C(=O)N3CCCCCC3)c(C)n(C)c2C)c(C)c1 the results were M1 ag parental 0.0, TAAR1 ag 0, V1R ag counter -0.3, CHRM1 agonist -3, CHO-K1 Ca PAM -5, CHO-K1 Ca antag 3, OXTR potentiator -3, CHO parental Ca -21 and TAAR1 antag -17.
For C[C@H]1CN([C@@H](C)CO)S(=O)(=O)c2ccc(-c3ccc(C#N)cc3)cc2O[C@H]1CN(C)C(=O)CN(C)C the results were M1 ag parental 0.7, TAAR1 ag 1, CHRM1 agonist -8, CHO-K1 Ca PAM 12, CHO-K1 Ca antag 5 and TAAR1 antag -12.
Screening CCN(C(=O)CN1C(=O)NC2(CCCC2)C1=O)c1nc2c(C)cccc2s1 returned M1 ag parental 2.3, TAAR1 ag 0, CHRM1 agonist -5, CHO-K1 Ca PAM 27, CHO-K1 Ca antag -22 and TAAR1 antag -4.
CCOc1ccc(/C=N/Nc2cc(C)nc(N3CCOCC3)n2)cc1 was read as M1 ag parental 0.9, TAAR1 ag 5, V1R ag counter -0.6, CHRM1 agonist -4, CHO-K1 Ca PAM 11, CHO-K1 Ca antag -7, OXTR potentiator -3, CHO parental Ca -29 and TAAR1 antag -2.
For O=C(Nc1cc(S(=O)(=O)N2CCCCC2)ccc1O)c1ccccc1NS(=O)(=O)c1ccc(F)c(F)c1 the results were M1 ag parental 2.1, TAAR1 ag 12, V1R ag counter 4.8, CHRM1 agonist -5, CHO-K1 Ca PAM 22, CHO-K1 Ca antag -10, OXTR potentiator -11, CHO parental Ca -17 and TAAR1 antag 4.
`C=CCn1c(Oc2ccc(C=O)cc2OCC)nc2c1c(=O)n(C)c(=O)n2C` gave M1 ag parental 1.0, TAAR1 ag -1, V1R ag counter 0.7, CHRM1 agonist -6, CHO-K1 Ca PAM -9, CHO-K1 Ca antag -14, OXTR potentiator -6, CHO parental Ca -22 and TAAR1 antag 8.
`COc1ccccc1C(=O)NCC(=O)NCCC(c1ccccc1)c1ccccc1` gave M1 ag parental 0.0, TAAR1 ag 11, V1R ag counter -0.3, CHRM1 agonist -8, CHO-K1 Ca PAM 13, CHO-K1 Ca antag -9, OXTR potentiator 0, CHO parental Ca -17 and TAAR1 antag -20.
For Nc1nc(-c2ccc(Cl)cc2)cn1N the results were M1 ag parental 0.0, TAAR1 ag 21, V1R ag counter 0.1, CHRM1 agonist 2, CHO-K1 Ca PAM 18, CHO-K1 Ca antag -10, OXTR potentiator -8, CHO parental Ca -9 and TAAR1 antag -18.
For O=C(O)COc1ccccc1C(Nc1ccccn1)c1cc(Cl)c2cccnc2c1O (configuration not stated) the results were M1 ag parental -0.3, TAAR1 ag 2, V1R ag counter -0.8, CHRM1 agonist -2, CHO-K1 Ca PAM 13, CHO-K1 Ca antag -3, OXTR potentiator 3, CHO parental Ca -4 and TAAR1 antag -14.
